Source: PubChem BioAssay (several laboratories)
NS3 helicase inh – HCV NS3 helicase inhibition; NS3 helicase DNA unwinding, Cy5 molecular beacon fluorescence; inhibition, % at 10.9 µM; 290,000 compounds, 0.56% hits;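 active = inhibition above the mean of all tested compounds plus 3 SD, set per campaign, cut at about 35% in these data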;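 note: 0% = DMSO wells and 100% = thioflavine S control wells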
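test system = hepatitis C virus NS3 helicase domain fragment enzyme | reagent = annealed dual-labelled DNA beacon duplex, ATP-started | times = 1 h at 25 °C | detection = Cy5 fluorescence, 0 and 60 min reads | read-out basis = percent inhibition from t60/t0 fluorescence ratio | control set = DMSO and thioflavine S | replication = one well per compound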
CRFR2-BP ag – CRF-BP/CRF-R2 complex agonism; HEK293 CRF-R2/CRF-BP, calcium dye fluorescence (FLIPR); percent of saturating CRF peptide response; activation, % at 13.2 µM; 350,000 compounds, 0.46% hits;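 active = activation of at least 50%, plus an integration ratio under a set limit after plate pattern correction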;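 note: plate controls were neutral control wells without compound for no effect and CRF at EC100 for full effect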
MEKK2mut PB1 HTS – signal of MEK5 binding to mutant human MEKK2 PB1 domain. bead flow cytometry, Alexa488-MEK5 binding to MEKK2 mutant. percent response, % at 10 µM. 290,000 compounds, 0.35% hits; in the data active = percent response above about 24%, passing the limit was not always enough; note: inactives centre near 1; some results filed as inactive read as strong as hits
CRFBP-R2 block – blocks CRF-induced signaling of the CRF-BP/CRF-R2 complex; AID 588475; inhibition, % at 11.8 µM; 350,000 compounds, 0.59% hits; HEK293 CRF-R2/CRF-BP, CRF-induced calcium fluorescence;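 active = inhibition of the ligand-induced calcium signal above about 50% at the single tested concentration, limit read from the data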
MEKK3 PB1 HTS – raises or lowers MEK5 binding to the human MEKK3 PB1 domain; Q99759; bead-based flow cytometry, Alexa488-MEK5 binding to MEKK3; actives lie on both sides; 0 = blocked by unlabeled MEK5, 100 = vehicle; binding response (% of control), % at 10 µM; 290,000 compounds, 1.4% hits;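 active = binding response more than 3 SD above or below the average of its plate-row segment, actives on both sides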;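 note: Alexa488 bead fluorescence after subtracting the streptavidin-only scavenger bead signal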
Target sequence (Q99759 whole entry, looked up, the tested form may be a part): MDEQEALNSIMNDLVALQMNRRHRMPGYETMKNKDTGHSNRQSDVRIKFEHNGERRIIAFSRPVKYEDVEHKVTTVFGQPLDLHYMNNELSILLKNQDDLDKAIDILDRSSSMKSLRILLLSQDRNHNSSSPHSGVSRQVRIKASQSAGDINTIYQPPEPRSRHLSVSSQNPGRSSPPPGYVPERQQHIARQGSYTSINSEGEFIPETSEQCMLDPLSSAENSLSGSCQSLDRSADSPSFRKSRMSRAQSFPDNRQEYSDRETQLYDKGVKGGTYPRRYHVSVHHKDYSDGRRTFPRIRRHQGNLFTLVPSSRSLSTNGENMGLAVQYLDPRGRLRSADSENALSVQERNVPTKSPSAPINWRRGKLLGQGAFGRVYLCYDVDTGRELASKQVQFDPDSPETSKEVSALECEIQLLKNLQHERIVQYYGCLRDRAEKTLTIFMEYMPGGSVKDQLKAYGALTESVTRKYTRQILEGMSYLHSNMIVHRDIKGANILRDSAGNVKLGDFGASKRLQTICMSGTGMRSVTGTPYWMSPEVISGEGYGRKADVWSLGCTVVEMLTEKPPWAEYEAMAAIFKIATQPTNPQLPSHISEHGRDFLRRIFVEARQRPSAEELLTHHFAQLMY
MEKK2 WT-MEK5 – raises or lowers MEK5 binding to wildtype human MEKK2 PB1 domain. 290,000 compounds, 1.1% hits. AID 1531. bead flow cytometry, Alexa488-MEK5 binding to MEKK2 WT; actives lie on both sides. Q9Y2U5. binding response (% of control), % at 10 µM; in the data active = binding response below about 67% or above about 130%
FID counter – counter-screen for HCV NS3 helicase inhibitors: DNA intercalator displacement | DNA fluorescent intercalator displacement, fluorescence | 290,000 compounds, 0.17% hits | inhibition, % at 7.9 µM; in the data active = inhibition above about 37%;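 note: 0% = vehicle and 100% = reference compound; higher means more ethidium bromide displaced from hairpin DNA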
SUMO HTRF inh – blocks human SUMOylation mediated by UBC9. P63279. HTRF SUMOylation assay, SAE1/SAE2 + UBC9, in vitro. inhibition, % at 35 µM. 290,000 compounds, 0.36% hits; in the data active = inhibition above about 50%, passing the limit was not always enough; note: strong numbers were not always called active
Target sequence (P63279 whole entry, looked up): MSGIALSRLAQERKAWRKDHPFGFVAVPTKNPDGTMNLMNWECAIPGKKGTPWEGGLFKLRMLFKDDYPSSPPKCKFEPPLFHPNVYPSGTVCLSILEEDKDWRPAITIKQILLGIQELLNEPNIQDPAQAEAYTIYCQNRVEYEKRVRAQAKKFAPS
GalR3 antagonist – antagonists of human GalR3; 360,000 compounds, 0.44% hits; O60755; HEK293 GalR3-CNG cAMP membrane potential fluorescence; galR3 body fused to GalR1 C-terminus; AID 651719; inhibition, % at 3 µM;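 active = inhibition above the screen-wide average plus 3 SD, cut at about 13% in these data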;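 note: forskolin and galanin both at EC90 stimulate the cells; cAMP rise reported by CNG channel membrane potential dye signal; 0% = forskolin plus galanin with DMSO and 100% = forskolin alone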
Target sequence (O60755 1-299 limits assumed): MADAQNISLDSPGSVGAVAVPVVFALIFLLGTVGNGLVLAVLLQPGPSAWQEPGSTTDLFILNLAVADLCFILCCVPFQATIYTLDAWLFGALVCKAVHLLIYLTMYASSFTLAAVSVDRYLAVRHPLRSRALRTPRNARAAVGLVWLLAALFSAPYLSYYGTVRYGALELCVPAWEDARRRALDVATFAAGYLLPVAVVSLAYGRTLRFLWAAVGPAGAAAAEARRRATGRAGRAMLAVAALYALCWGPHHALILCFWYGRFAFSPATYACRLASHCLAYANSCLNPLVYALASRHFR
* marks the source's active call; other numbers are inactive results; . = not tested or not shown; [ ] = remark or other dose. An excerpt, so the mix of outcomes need not match the whole.

SMILES	NS3 helicase inh	CRFR2-BP ag	MEKK2mut PB1 HTS	CRFBP-R2 block	MEKK3 PB1 HTS	MEKK2 WT-MEK5	FID counter	SUMO HTRF inh	GalR3 antagonist
CC1CN(S(=O)(=O)c2ccccc2)C(C)N1C(=O)N1CCOCC1 (stereo unspecified)	6.3	-0.5	-4.0	-0.5	103.0	96.0	-4.5	2.4	-3.5
CCC1(C(=O)OC)NC(c2ccco2)C2C(=O)N(c3ccc(F)cc3)C(=O)C21 (stereo unspecified)	-1.1	2.3	-6.0	-4.2	89.0	91.0	-2.3	20.3	-4.0
COc1ccc(-c2noc(CN(C)CCC3CCCCO3)n2)cc1 (stereo unspecified)	10.4	1.7	1.0	-8.6	104.0	104.0	-24.1	-4.2	-1.9
O=c1c2ccccc2n2cnnc2n1-c1ccccc1	9.5	-2.0	.	7.0	.	.	-3.2	-3.3	0.2
Cc1ccc(CNC(=O)C2CCCN(S(=O)(=O)N3CCC(C)CC3)C2)cc1 (stereo unspecified)	0.6	0.6	4.0	3.2	105.0	104.0	-50.3	2.0	-8.2
COCCN(Cc1cc2ccc(C)cc2n2nnnc12)Cc1nnnn1C(C)(C)C	4.4	0.6	2.0	-22.6	92.0	95.0	-0.3	11.6	0.5
COc1cccc(-c2nc(-c3cccs3)no2)c1	2.4	1.1	-3.0	-11.4	98.0	95.0	-4.9	-12.7	-5.6
Cc1ccnc(NC(=O)C2CCCN(S(=O)(=O)c3cnc[nH]3)C2)c1 (stereo unspecified)	-5.4	-0.9	4.0	-10.3	107.0	106.0	2.3	10.5	2.8
CCOc1ccc(NC(=O)c2cccc(NC(=O)c3ccccc3)c2)cc1	-13.7	-1.9	10.0	-6.2	104.0	103.0	-10.7	0.4	-0.7
COc1ccc2c(c1)NC(c1cc(Cl)cc(Cl)c1O)c1cccn1-2 (stereo unspecified)	21.7	4.8	-2.0	13.5	96.0	93.0	2.3	15.3	-5.6
COc1ccc(-c2cc3c(=O)n(CC(=O)NCc4ccccc4OC)ncn3n2)cc1	-1.7	1.3	7.0	14.1	102.0	100.0	-8.6	19.1	.
CC(=O)Nc1ccc(S(=O)(=O)N(C)CC(=O)OCC(=O)NC(C)C23CC4CC(CC(C4)C2)C3)cc1 (stereo unspecified)	2.7	-1.8	-1.0	-8.6	108.0	100.0	-31.1	-21.9	-1.6
COc1ccc(OC)c(N/C=C2/CCCCC2=O)c1	-3.4	0.1	0.0	-3.8	97.0	96.0	-1.9	-4.3	-6.3
COc1cc([N+](=O)[O-])ccc1NC(=O)CN1CCc2cc(OC)c(OC)cc2C1	10.3	0.4	-1.0	7.2	97.0	101.0	3.5	16.4	-9.8
CC(Oc1ccc2c(-c3ccccc3)cc(=O)oc2c1)C(=O)N[C@H](Cc1c[nH]c2ccccc12)C(=O)O (stereo partly specified)	-24.2	0.0	0.0	1.5	101.0	101.0	-11.2	35.9	-0.6
CCc1ccc(NC(=S)N(CCCN2CCN(C)CC2)Cc2cccs2)cc1	-15.2	-0.7	-1.0	-11.4	110.0	109.0	9.8	-15.5	-12.8
O=C(O)c1cc(-c2cccnc2)nn1-c1ccccn1	7.8	0.8	3.0	-8.0	107.0	111.0	0.1	7.3	-5.3
Cc1c(CCOC(=O)C23CC4(C)CC(C)(CC(C)(C4)C2)C3)sc[n+]1CC(=O)c1ccccc1	-44.6	8.5	23.0	-55.9	98.0	158.0*	-0.9	-8.3	-4.0
COc1cc(NC(=S)NCCC(c2ccccc2)c2ccccc2)cc(OC)c1	-35.3	-1.1	2.0	-8.6	105.0	115.0	-10.4	-30.0	-5.2
Cc1ccc(C(C2=C(O)CC(C)(C)CC2=O)C2C(=O)CC(C)(C)CC2=O)s1 (stereo unspecified)	3.1	1.0	3.0	-7.0	110.0	102.0	-7.4	20.1	-4.2
Cc1ccc(SCC(=O)NCCc2ccccc2)cc1	2.2	-2.7	10.0	14.5	108.0	116.0	-13.6	8.8	-3.8
CC1CCN(C(=O)CSc2nnc(Cc3cc(=O)[nH]c(=O)[nH]3)n2-c2ccc(Cl)cc2)CC1	11.9	2.9	-1.0	5.7	99.0	97.0	-21.1	4.8	-1.7
O=C(NC1CCCC1)c1ccc2c(c1)S(=O)(=O)c1ccccc1C2=O	.	0.1	5.0	-21.6	108.0	106.0	.	.	-0.2
COc1ccc(NC(=O)c2ccco2)c([N+](=O)[O-])c1	5.7	-0.3	14.0	9.3	105.0	134.0	2.4	-16.5	-8.2
CCOc1ccc(Nc2nc(NCCN3CCOCC3)nc(OC)n2)cc1	-5.8	-0.2	0.0	-2.4	101.0	103.0	-0.1	11.6	-3.0
CCN(CC)S(=O)(=O)c1ccc(N2CCOCC2)c(NC(=O)c2cc(C)cc(C)c2)c1	-2.6	-1.3	17.0	11.9	103.0	111.0	-0.9	-11.4	-9.6
Cc1cnc(N)c2c(=O)oc3ccccc3c12	14.7	0.4	16.0	1.1	105.0	110.0	-1.4	28.4	1.3
Cc1ccc(S(=O)(=O)N(CC(=O)N=Nc2c(O)[nH]c3ccccc23)c2ccc(C)c(C)c2)cc1	8.0	1.2	-1.0	66.7*	99.0	85.0	-4.2	-18.7	-3.4
O=C(COC(=O)C1=COCCO1)Nc1ccccc1Oc1ccccc1	-2.8	-1.1	8.0	12.8	110.0	108.0	-17.9	4.3	-5.0
O=C(CSc1nnnn1-c1ccccc1)NC(=O)NCc1ccco1	6.8	2.6	-2.0	10.9	100.0	102.0	-9.2	7.4	2.8

CRFBP-R2 block, hit marks shown above.
| SMILES | NS3 helicase inh | CRFR2-BP ag | MEKK2mut PB1 HTS | CRFBP-R2 block | MEKK3 PB1 HTS | MEKK2 WT-MEK5 | SUMO HTRF inh | GalR3 antagonist |
| --- | --- | --- | --- | --- | --- | --- | --- | --- |
| Cc1ccc(S(=O)(=O)N(CC(=O)N=Nc2c(O)[nH]c3ccccc23)c2ccc(C)c(C)c2)cc1 | 8.0 | 1.2 | -1.0 | 66.7* | 99.0 | 85.0 | -18.7 | -3.4 |

(further entries)
SMILES	NS3 helicase inh	CRFR2-BP ag	MEKK2mut PB1 HTS	CRFBP-R2 block	MEKK3 PB1 HTS	MEKK2 WT-MEK5	FID counter	SUMO HTRF inh	GalR3 antagonist
COn1c2c(c3c4no[n+]([O-])c4ccc31)CCCC2	-2.2	1.7	0.0	-2.5	101.0	101.0	-0.8	11.2	-1.8
COC(=O)c1cc(Br)ccc1OC(=O)c1cccnc1	-22.3	0.5	-17.0	-7.0	0.0*[inhibitor]	0.0*[inhibitor]	-1.9	-4.1	-3.6
COc1cccc(NC(=O)CCNC(=O)Cn2ccc3ccccc3c2=O)c1	9.8	-0.6	-2.0	4.2	98.0	98.0	-11.0	16.5	-4.1
COC(=O)c1sccc1NC(=O)c1ccco1	0.6	-2.2	3.0	2.5	113.0	114.0	1.1	-0.5	-5.9
O=C(c1cn(-c2ccccc2)nc1-c1ccc(Cl)cc1)N1CCOCC1	2.2	-3.9	1.0	-11.2	119.0	104.0	-23.5	-15.4	-6.0
C=C(c1ccccc1O)n1ccnc1	6.4	-0.7	-14.0	5.9	97.0	96.0	-0.6	-0.5	-8.1
CC[n+]1ccc2cc(OC)c(OC)cc2c1Cc1ccc(OC)c(OC)c1	5.0	-0.8	-2.0	4.6	105.0	98.0	13.6	3.2	.
COc1ccc(NC(=S)N2CCC(NC(=O)c3cccc(F)c3)CC2)cc1	5.3	-1.9	2.0	-9.1	98.0	101.0	-11.8	15.3	-9.5
CCOC(=O)c1c(-c2ccc(F)cc2)csc1NC(=O)C1CC=CCC1C(=O)O (stereo unspecified)	35.2	2.9	0.0	-9.1	101.0	98.0	-40.0	23.3	-5.9
CCOC(=O)c1ccc(NC(=O)c2nc[nH]c2C(=O)N(CC)CC)cc1	.	0.0	2.0	12.8	83.0	81.0	.	12.2	2.5
N#CCC(N)=C(C#N)C#N	-1.3	1.7	5.0	-1.1	105.0	95.0	1.0	18.3	.
COc1ccc(S(=O)(=O)N2CCC(NC(=O)C(Cc3cccc(OC)c3OC)NC(C)=O)CC2)cc1 (stereo unspecified)	1.1	-1.7	1.0	7.0	105.0	101.0	-25.1	6.9	-2.6
NC(=O)c1ccc(Cc2ncc(C(F)(F)F)cc2Cl)s1	5.2	-1.1	9.0	-5.2	105.0	106.0	-5.8	8.8	-1.5
OC1CCCCC1Sc1nc2ccccc2s1 (stereo unspecified)	10.6	0.5	4.0	-9.9	104.0	104.0	-9.1	6.5	-1.9
CS(=O)(=O)N(CC(=O)N1CCCC1)c1ccc2c(c1)OCCO2	1.1	0.1	2.0	5.5	101.0	97.0	-2.3	6.2	-7.4
O=C(N1CCN(Cc2ccccc2)CC1)C(Cl)(Cl)Cl	-5.7	0.3	2.0	-0.7	95.0	95.0	-8.0	10.1	1.4
O=C(Nc1cccc(F)c1)c1cccnc1NCCc1ccccc1	-20.2	-2.2	1.0	-55.4	106.0	125.0	7.0	-3.3	-2.5
COc1ccc(C2CC(=O)Oc3c(C(CCN4CCCC(C)C4)c4ccc(N(C)C)cc4)c(OC)cc(OC)c32)cc1 (stereo unspecified)	.	-0.2	17.0	-10.8	105.0	152.0*	.	-24.0	-3.7
CCOc1ccc(Cc2onc3c2C(=O)CC(C)(C)C3)cc1OCC	9.1	1.3	-4.0	-8.6	103.0	98.0	-24.4	-8.3	-3.0
O=C(Cc1ccc(-c2ccccc2)cc1)Nc1ccccc1	-26.0	-0.3	-3.0	-2.5	102.0	101.0	-3.2	12.2	-9.5
C[C@H](NC(N)=O)C(=O)Nc1ccc(OCc2ccccc2)cc1	13.2	2.1	-4.0	2.7	99.0	97.0	-2.6	-2.6	-7.4
O=C(CCC1CC(=O)Nc2ccccc21)NCc1ccc(F)cc1 (stereo unspecified)	9.2	-0.9	5.0	7.3	96.0	99.0	-12.9	-8.7	-6.2
COc1ccc(-c2[nH]ncc2-c2cnn(-c3ccccc3)c2)c(O)c1	3.1	0.2	0.0	12.7	100.0	98.0	2.3	-14.5	-4.0
O=C(NCCN1CCOCC1)c1csc2c1CCCCC2	0.0	-0.8	2.0	-5.3	103.0	101.0	-1.3	3.1	-4.3
Cc1ccc(C2=NOC(C)(c3nnc(-c4ccncc4)o3)C2)cc1 (stereo unspecified)	.	-0.9	5.0	2.6	98.0	102.0	.	.	-5.5
COc1ccc(-n2c(CSc3nc(C)cc(C)n3)nnc2SCC(=O)Nc2nccs2)cc1	-6.9	-0.3	2.0	24.7	99.0	94.0	-3.0	-9.8	-4.5
CCCN1C(=O)/C(=N\OCC(=O)NCC(F)(F)F)c2ccccc21	-5.8	-2.8	0.0	-10.8	100.0	103.0	-5.3	-19.9	-0.2
CCCCc1ncc(CN2CCC(CC3CCCCO3)(C(=O)OCC)CC2)[nH]1 (stereo unspecified)	-2.1	-2.5	-2.0	-3.9	96.0	102.0	15.8	11.3	-6.8
CCN=C(NCC)SC1CC(=O)N(c2ccc(OC)cc2)C1=O (stereo unspecified)	-3.9	0.8	-3.0	-9.2	97.0	93.0	-5.1	7.8	-2.5
COc1ccc(N(C(C)C(=O)Nc2cccnc2)S(C)(=O)=O)cc1 (stereo unspecified)	-2.5	-1.8	-12.0	18.0	98.0	86.0	5.2	22.8	-7.5
